Screening results from PubChem BioAssay.
TDP1 block = qHTS Assay for Inhibitors of Tyrosyl-DNA Phosphodiesterase (TDP1) | Tyrosyl-DNA phosphodiesterase 1 (Homo sapiens), Q9NUW8 | recombinant TDP1, AlphaScreen DNA substrate cleavage | Potency, µM (titrated, usually from 130 µM), inactives show at the highest dose activity change, negative = inhibition, actives largely listed as inhibitors | 350,000 tested, 0.28% active; further: nearly all actives have a fitted effect of over 40% in size
Target sequence (Q9NUW8 whole entry, looked up): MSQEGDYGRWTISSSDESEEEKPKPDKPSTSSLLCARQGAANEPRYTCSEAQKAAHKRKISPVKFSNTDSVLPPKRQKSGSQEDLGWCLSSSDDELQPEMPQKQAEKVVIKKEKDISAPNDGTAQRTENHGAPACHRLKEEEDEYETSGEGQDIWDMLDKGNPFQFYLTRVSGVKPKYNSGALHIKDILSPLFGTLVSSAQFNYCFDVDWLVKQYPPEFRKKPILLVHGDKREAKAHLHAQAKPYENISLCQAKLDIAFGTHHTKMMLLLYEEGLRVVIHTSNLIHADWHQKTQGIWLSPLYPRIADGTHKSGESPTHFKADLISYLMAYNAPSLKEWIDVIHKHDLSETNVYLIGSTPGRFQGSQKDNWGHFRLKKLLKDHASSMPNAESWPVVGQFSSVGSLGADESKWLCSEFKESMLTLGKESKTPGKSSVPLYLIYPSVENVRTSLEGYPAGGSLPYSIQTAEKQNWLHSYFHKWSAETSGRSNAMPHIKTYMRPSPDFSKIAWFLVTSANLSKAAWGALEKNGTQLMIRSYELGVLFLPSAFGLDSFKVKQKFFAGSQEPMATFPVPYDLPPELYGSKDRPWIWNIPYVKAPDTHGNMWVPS
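Tdp1 1 nM final; 15 min RT w/ cpd; substrate 15 nM, 5 min; beads 10 ug/ml, 10 min; AlphaScreen read. Neg ctrl: no enzyme.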
DT40 TDP1 no CPT = qHTS for Inhibitors of human tyrosyl-DNA phosphodiesterase 1 (TDP1): qHTS in cells in absence of CPT | Potency, µM (top dose mostly 46.2 µM), inactives show top-dose activity change, negative = growth inhibition, most hits filed as inhibitors | DT40 Tdp1-/- hTDP1 cells, no CPT, ATP luminescence, 48 h | 420,000 tested, 15% active; further: nearly all actives have a fitted effect of over 55% in size
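Stably hTDP1-transfected Tdp1-null chicken DT40 cells were treated with library compounds minus camptothecin and grown for at least 48 hr at 37 °C, after which cellular ATP was quantified by luminescence.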
TDP1 cell CPT = qHTS for Inhibitors of human tyrosyl-DNA phosphodiesterase 1 (TDP1): qHTS in cells in presence of CPT | 420,000 tested, 12% active | Potency, µM (highest dose often 46.2 µM), inactives show top-dose activity change, negative = growth inhibition, most hits filed as inhibitors | chicken DT40 Tdp1-/-;hTDP1 cells + 20 nM CPT, ATP luminescence, 48 h; further: nearly all actives have a fitted effect of over 55% in size
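Chicken DT40 Tdp1-/- cells complemented with human TDP1, 400 cells/well, exposed to compounds plus 20 nM camptothecin for at least 48 h at 37 C; viability read as ATP content by CellTiter-Glo luminescence.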
* marks the source's active call; other numbers are inactive results; ? = inconclusive; . = not tested or not shown; & = joins results of further samples; ! = not active in a repeat; [ ] = another dose, or the depositor's remark. The call rests on the fitted dose curve; in most records, active means well fitted curve in the direction sought with a large enough effect; inconclusive means small, poorly fitted or top-dose-only effect, or another doubt; inactive means no such curve, though single readings can be large; an effect the other way counts as inactive or inconclusive. On the % scale 0 is the no-effect control and ±100 the full control effect; potency means the concentration at half of the fitted maximal effect. Compounds were not picked by outcome; about 18% have a hit in one of these screens.

canonical_smiles	TDP1 cell CPT	TDP1 block	DT40 TDP1 no CPT
CC1CCCCN1C(=O)COC(=O)CNC(=O)c1sc2ccccc2c1Cl (stereo not drawn)	-13%	-4%[0.505 µM]	-15%
C=CCn1c(SCC(=O)Nc2cc(C)cc(C)c2)nnc1-c1cnccn1	-22%	3%	-22%
CN1CCCC(C(=O)Nc2cccc(Cl)c2)CC1 (stereo not drawn)	6%	.	-2%
O=C(Nc1ccc(Cl)cc1F)C1CCN(S(=O)(=O)c2cccc3nonc23)CC1	4%	12%	-18%
CC1CCC(NC(=O)C2(C)CCC(=O)N2Cc2cccnc2)CC1 (stereo not drawn)	10%	3%	-8%
CCCCOC(=O)c1cc2c(cn1)[nH]c1ccccc12	21µM*!	11%&11%&12%	18µM*
CC1(C)CCCC2=C1CC1C(=O)N(N)C(=O)C1C2 (stereo not drawn)	34%[activator]	1%	-26%
CCN(Cc1ccccc1)S(=O)(=O)c1cc(C(=O)NCCCN(C)C)ccc1OC	3%	0%	2%
COC(=O)c1ccccc1NC(=O)NC1CCC(C)CC1 (stereo not drawn)	-4%	4%	18µM*
COc1ccc(NC(=O)C(Cc2ccccc2)NS(=O)(=O)c2ccc3c(c2)CCN3C(C)=O)cc1 (stereo not drawn)	-29%	5%	?
CCN1CCN(S(=O)(=O)c2ccc(Cl)c(C(=O)NC3CCC(C)CC3)c2)CC1 (stereo not drawn)	?	1%	?
COCCNC(=O)C(c1ccco1)N(C(=O)Cn1nnc2ccccc21)c1ccc(C)cc1C (stereo not drawn)	4%	5%	-28%
COc1c(C)cc(Br)cc1C(=O)NCc1cccnc1	-6%	0%[56.1 µM]	-3%
CNc1cncc(-c2cccc(C(C)=O)c2)n1	?	.	?
O=C(CCOc1ccccc1)Nc1ccccc1	21%	-2%	7%
Cn1c(=O)c2[nH]c(N3CCN(c4ccccc4)CC3)nc2n(C)c1=O	-21%	-3%	?
Cc1cc(C)c2oc(-c3ccc(C)c(NC(=O)/C=C/c4ccco4)c3)nc2c1	?	-5%	?
CCOc1ccc(N(CC(=O)NC2CCCCC2)C(=O)CSc2nnc(COc3ccccc3)o2)cc1	?	5%	?
O=C(Cn1cncc1-c1ccc([N+](=O)[O-])cc1)Nc1cccc2ccccc12	?	-3%	-27%
Cc1cc(C)cc(NC(=O)N2C3CCCC2CC(NC(=O)C2CC2)C3)c1 (stereo not drawn)	-1%	.	-14%
CCOC(=O)c1cc(S(=O)(=O)NCc2ccccc2)[nH]n1	-9%	-1%	-6%
Cc1cccc(C)c1NC(=O)C1CCN(S(C)(=O)=O)CC1	7%	.	-2%
COc1cccc(CN(Cc2cccnc2)S(=O)(=O)c2ccc(-n3cnnn3)c(C)c2)c1	?	3%	?
CC[C@]12c3[nH]c4cc(CCC(=O)N(C)C)ccc4c3CCN1C(=O)[C@@H](CC(=O)NCCCOC)C[C@@H]2C(=O)N1CCN(C(=O)C2CC2)CC1	?	-8%[56.1 µM]	-8%
CCCc1cc(Nc2cccc(OCC)c2)n2ncnc2n1	?	3%	?
Cc1ccc(S(=O)(=O)N(C)c2ccc(C(=O)N3CCN(Cc4ccc5c(c4)OCO5)CC3)cc2)cc1	?	10%	21µM*
COCC(=O)N1CCc2ccc(NC(=O)c3ccccc3Cl)cc2C1	5%	.	18%
C=CCNC(=S)Nc1ccc(N2CCOCC2)c(S(=O)(=O)Nc2ccccc2Cl)c1	?	-2%	?
O=C(CNC(=O)c1ccco1)OCC(=O)c1ccc2ccccc2c1	4%	3%	1%
C=CCOc1ccc(CN(C)CC(=O)Nc2ccccc2[N+](=O)[O-])cc1	?	8%	21µM*

Arranged by molar mass (smallest number first): some entries from above
canonical_smiles	TDP1 cell CPT	TDP1 block	DT40 TDP1 no CPT
CNc1cncc(-c2cccc(C(C)=O)c2)n1	?	.	?
O=C(CCOc1ccccc1)Nc1ccccc1	21%	-2%	7%
CC1(C)CCCC2=C1CC1C(=O)N(N)C(=O)C1C2 (stereo not drawn)	34%[activator]	1%	-26%
CN1CCCC(C(=O)Nc2cccc(Cl)c2)CC1 (stereo not drawn)	6%	.	-2%
CCCCOC(=O)c1cc2c(cn1)[nH]c1ccccc12	21µM*!	11%&11%&12%	18µM*
COC(=O)c1ccccc1NC(=O)NC1CCC(C)CC1 (stereo not drawn)	-4%	4%	18µM*
CCCc1cc(Nc2cccc(OCC)c2)n2ncnc2n1	?	3%	?
CCOC(=O)c1cc(S(=O)(=O)NCc2ccccc2)[nH]n1	-9%	-1%	-6%
Cc1cccc(C)c1NC(=O)C1CCN(S(C)(=O)=O)CC1	7%	.	-2%
CC1CCC(NC(=O)C2(C)CCC(=O)N2Cc2cccnc2)CC1 (stereo not drawn)	10%	3%	-8%
Cn1c(=O)c2[nH]c(N3CCN(c4ccccc4)CC3)nc2n(C)c1=O	-21%	-3%	?
C=CCOc1ccc(CN(C)CC(=O)Nc2ccccc2[N+](=O)[O-])cc1	?	8%	21µM*
COCC(=O)N1CCc2ccc(NC(=O)c3ccccc3Cl)cc2C1	5%	.	18%
Cc1cc(C)c2oc(-c3ccc(C)c(NC(=O)/C=C/c4ccco4)c3)nc2c1	?	-5%	?
CC1CCCCN1C(=O)COC(=O)CNC(=O)c1sc2ccccc2c1Cl (stereo not drawn)	-13%	-4%[0.505 µM]	-15%
CCN1CCN(S(=O)(=O)c2ccc(Cl)c(C(=O)NC3CCC(C)CC3)c2)CC1 (stereo not drawn)	?	1%	?
CCN(Cc1ccccc1)S(=O)(=O)c1cc(C(=O)NCCCN(C)C)ccc1OC	3%	0%	2%
O=C(Nc1ccc(Cl)cc1F)C1CCN(S(=O)(=O)c2cccc3nonc23)CC1	4%	12%	-18%
COc1cccc(CN(Cc2cccnc2)S(=O)(=O)c2ccc(-n3cnnn3)c(C)c2)c1	?	3%	?
COCCNC(=O)C(c1ccco1)N(C(=O)Cn1nnc2ccccc21)c1ccc(C)cc1C (stereo not drawn)	4%	5%	-28%
C=CCNC(=S)Nc1ccc(N2CCOCC2)c(S(=O)(=O)Nc2ccccc2Cl)c1	?	-2%	?
COc1ccc(NC(=O)C(Cc2ccccc2)NS(=O)(=O)c2ccc3c(c2)CCN3C(C)=O)cc1 (stereo not drawn)	-29%	5%	?
Cc1ccc(S(=O)(=O)N(C)c2ccc(C(=O)N3CCN(Cc4ccc5c(c4)OCO5)CC3)cc2)cc1	?	10%	21µM*
CC[C@]12c3[nH]c4cc(CCC(=O)N(C)C)ccc4c3CCN1C(=O)[C@@H](CC(=O)NCCCOC)C[C@@H]2C(=O)N1CCN(C(=O)C2CC2)CC1	?	-8%[56.1 µM]	-8%

Carrying on.
canonical_smiles	TDP1 cell CPT	TDP1 block	DT40 TDP1 no CPT
C=CCOc1cccc(NC(=O)c2ccccc2SC)c1	?	4%	?
CCOc1cc(C)c(S(=O)(=O)NCCCn2ccnc2)cc1C	?	.	?
Clc1ccc(Oc2cnc3ccccc3n2)cc1	-27%	-4%	-14%
Cc1cc(C(=O)OCC(=O)NCCCN2CCCC2=O)c2ccccc2n1	-1%	3%	-13%
Cc1ccc2nc(N3C(=O)C(O)=C(C(=O)c4ccc(C)o4)C3c3ccc(O)cc3)sc2c1 (stereo not drawn)	2%	5%	20%
O=C(COc1ccc(Cl)cc1Cl)Nc1c(-c2cccs2)nc2ccccn12	-6%	-3%	-27%
COc1ccc(C2c3c(n(C)c4ccccc34)C(=O)N2CC(=O)Nc2ccc(C)c(Cl)c2)cc1 (stereo not drawn)	?	6%	?
Cc1cc([N+](=O)[O-])ccc1NC(=O)Nc1ccccc1F	?	4%	?
CCCCC(=O)N(C)c1c(CC)nc2c(OCc3ccc(Cl)cc3Cl)cccn12	21µM*	.	9.2µM*
Cc1ccccc1NC(=O)Cn1cnc2c1c(=O)n(C)c(=O)n2C	-5%	-3%	-5%
COc1cccc(N2CCN(C(=O)c3nn(C)c4c3CSc3ccc(C)cc3-4)CC2)c1	?	4%	?
C[C@H](CO)N1C[C@H](C)[C@@H](CN(C)S(=O)(=O)c2cn(C)cn2)Oc2c(NS(=O)(=O)c3ccc(F)cc3)cccc2C1=O	-4%	1%	-1%
COC(=O)c1ccccc1S(=O)(=O)Nc1ccc2cn[nH]c2c1	-5%	3%	-9%
COc1ccccc1N(C)S(=O)(=O)c1ccc(C(=O)Nc2ncc(C)s2)cc1	?	0%[56.1 µM]	?
CN(C)S(=O)(=O)c1cccc(NC(=O)c2ccccc2SCC(=O)N2CCCC2)c1	-21%	.	?
O=C(NCCC1=CCCCC1)c1cnc2n(c1=O)CCS2	-12%	-3%	-5%
CCOC(=O)Cc1csc(NC(=O)/C=C/c2ccccc2Cl)n1	?	3%	?
O=C(O)CC1=C(O)C(=O)N(c2ccccc2)C1c1ccc(Cl)cc1 (stereo not drawn)	3%	5%	7%
CCCc1cc(OC)c2c(c1)OCO2	2%	-13%[56.1 µM]	-10%
O=C(Oc1cccc(/C=N/Nc2nc(N3CCOCC3)nc(N3CCOCC3)n2)c1)c1ccco1	?	4%	?
Cc1[nH]nc(SCC(=O)Nc2cccc(O)c2)c1[N+](=O)[O-]	2%	6%	-14%
COc1ccc(CN(C2CCCC2)S(=O)(=O)c2ccc(-n3cnnn3)cc2)cc1OC	-21%	2%	?
O=C(c1ccccc1Br)N1CCN(c2ccccn2)CC1	24%	.	12%
COc1ccc(-n2c(CNC(=O)COc3ccccc3)n[nH]c2=S)cc1	4%	2%	6%
CCC(C)[C@H](NC(=O)Nc1ccc2c(c1)OCCO2)C(=O)O (stereo partly drawn)	-10%	5%	-9%
Cc1cc(C)n(CC(=O)NC2CCCCC2)n1	-9%	-1%	-5%
FC(F)(F)c1nnc(-c2ccccc2)nc1N1CCOCC1	-2%	3%	-10%
Cc1cc(CN(C)C(=O)CC2C(=O)NCCN2Cc2c(F)cccc2Cl)on1 (stereo not drawn)	-13%	.	-24%
O=C(OCn1nnc2ccccc2c1=O)c1ccc2c(=O)n3c(nc2c1)CCC3	-25%	4%	0%
COc1ccc(S(=O)(=O)N2CCc3ccccc32)cc1C(=O)N1CCOCC1	-17%	0%	-10%
NC(=S)N/N=C1\CCOc2ccc(Cl)cc21	18µM*	4%	?
Cc1cc(NS(=O)(=O)c2ccc(Nc3nc(-c4sc(N)nc4C)cs3)cc2)no1	-30%	-11%	1%
COc1ccc(-c2ccc(SCC(=O)N3CCN(c4ccccc4)CC3)nn2)cc1	-1%	4%	6%
CCCCN(C(=O)CCC(=O)Nc1cc(C)on1)C(C(=O)NC(C)(C)C)c1ccccc1Cl (stereo not drawn)	?	0%	?
Cc1ccc(C(=O)Nc2nnc(S(=O)(=O)N3CCC(C)CC3)s2)cc1	-7%	4%	4%
Cc1ccc(CN(Cc2ccco2)C(=O)COc2ccccc2C)cc1	21µM*	-1%	16µM*
O=C(NCC1CCCN(C(=O)CN2CCCCC2)C1)c1ccccc1Cl (stereo not drawn)	20%	.	-1%
O=C(Nc1cccc(NC(=O)c2ccc(Br)cc2)c1)c1ccccc1	12%&-23%	2%[12.3 µM]	?
O=C(Nc1cc(C(F)(F)F)ccc1N1CCCCC1)c1ccc(Br)o1	18µM*	-8%	?
CC(C)c1ccc(OCc2ccc(C(=O)N3CCN(c4ccccn4)CC3)cc2)cc1	?	6%	21µM*
CCOC(=O)c1ccc(NC(=O)NC2CC3CCC(C2)N3)cc1 (stereo not drawn)	2%	0%	3%
Cc1ccccc1-c1nnc(SCc2ccccc2)o1	-7%	.	-17%
CCOc1ccc(N2CSC(=S)N(c3ccc(OCC)cc3)C2)cc1	-7%	7%	-8%
CCN1CCN(C(c2ccc(Cl)cc2)c2c(O)cc(C)n(CCOC)c2=O)CC1 (stereo not drawn)	0%	-3%	0%
COc1cccc(/C=C(/CC(=O)Nc2ccc(N3CCOCC3)cc2)c2nc3ccccc3s2)c1	-6%	0%	?
